Mtb UGM inh = M. tuberculosis UGM enzyme inhibitors, primary screen, biochemical, fluorescence polarization, single point | UDP-galactopyranose mutase (Mycobacterium tuberculosis (strain ATCC 25618 / H37Rv)), … | actives 0.06% (n = 320,000) | purified UGM, fluorescence polarization probe displacement | inhibition, % at 10 µM; in the data active = inhibition above about 10%, passing the limit was not always enough
Target sequence (P9WIQ1 whole entry, looked up): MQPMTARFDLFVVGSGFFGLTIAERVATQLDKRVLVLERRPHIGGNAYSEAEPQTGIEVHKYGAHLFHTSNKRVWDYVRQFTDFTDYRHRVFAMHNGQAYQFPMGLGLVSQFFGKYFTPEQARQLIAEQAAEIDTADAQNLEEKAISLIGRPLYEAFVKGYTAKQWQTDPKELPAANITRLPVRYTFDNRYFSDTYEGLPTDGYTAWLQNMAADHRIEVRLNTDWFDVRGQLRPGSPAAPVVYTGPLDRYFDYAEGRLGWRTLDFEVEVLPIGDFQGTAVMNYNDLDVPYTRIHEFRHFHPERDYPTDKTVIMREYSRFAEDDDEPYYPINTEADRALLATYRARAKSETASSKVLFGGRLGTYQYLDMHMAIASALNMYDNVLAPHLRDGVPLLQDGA
The depositor's hits bear a star. A portion of the library (hit frequency here may not be typical).

SMILES	Mtb UGM inh
Cn1c2ccccc2c2cnn(CC(=O)N3CCC4(CC3)OCCO4)c(=O)c21	0.8
Cn1c2ccccc2n2c(=O)c(=O)n(CC(=O)N3CCCc4ccccc43)nc12	-0.5
O=C(COC(=O)c1cc(-c2ccncc2)nc2ccccc12)Nc1ccc2c(c1)OCO2	-0.3
CC(C)(C)c1ccccc1NC(=O)c1c(O)c2cccc3c2n(c1=O)CC3	1.5
COc1ccc(C2C=C(c3ccc(Br)s3)Nc3ncnn32)cc1OC (stereo not given)	4.1
CC(N)Cc1ccccc1Sc1ccc(O)cc1 (stereo not given)	2.5
O=c1cc(-c2ccc(Cl)cc2)[nH]c2ccccc12	0.9
CCCCCCNC(=O)N[C@@H](Cc1ccc(O)cc1)C(=O)NCCC[C@H]1CN2C(=NC[C@H]2C)N1CC1CCC1	1.0
CNC(C)C#Cc1ccc2c(=O)c3c(OC)cccc3oc2c1 (stereo not given)	-1.2
COc1ccc(-n2c(SCC(=O)N3CCOCC3)nnc2C(C)N2CCCCC2)cc1 (stereo not given)	1.0
CCc1nc(SCC#N)c(C#N)cc1C	-1.9
O=C1Nc2ccccc2S/C1=C\C(=O)N1CCCC1	0.4
CC(=O)[C@H]1[C@H](c2cccc(Cl)c2)C(C#N)(C#N)[C@@H]2c3ccccc3C=CN21	0.5
O=C(Nc1ccc(Cl)c(Cl)c1)Nc1cc(C(=O)NC2CC2)ccc1Cl	-0.5
COc1cccc(CC(NC(C)=O)C(=O)NC2CCN(c3c4c(nc5ncnn35)CCC4)CC2)c1OC (stereo not given)	2.2
CCCCC[C@H](O)/C=C/[C@H]1[C@H](O)CC(=O)[C@@H]1CCCCCCC(=O)O	1.8
O=C(NCc1cc(C(F)(F)F)ccc1Cl)c1cccc2c1C(=O)c1ccc(-c3ccc(OC(F)(F)F)cc3)cc1S2(=O)=O	-0.3
Fc1ccccc1/C=C1\CCCC2=C1Nc1ncnn1C2c1ccccc1F (stereo not given)	-3.6
CN(C)c1ccc(/C=C2\C(=N)N3C(=NC2=O)Sc2cc(S(C)(=O)=O)ccc23)cc1	4.9
COC(=O)/C=C1/S/C(=N/N=C/c2ccc(N(C)C)cc2)NC1=O	-6.7

Two entries from above, with each value named.
> COc1ccc(C2C=C(c3ccc(Br)s3)Nc3ncnn32)cc1OC (stereo not given)
  Mtb UGM inh = 4.1
> CC(N)Cc1ccccc1Sc1ccc(O)cc1 (stereo not given)
  Mtb UGM inh = 2.5

New compounds follow
SMILES	Mtb UGM inh
CCc1ccc(C(C(=O)NC2CCCCC2)N(C(=O)c2ccccn2)c2cccnc2)cc1 (stereo not given)	2.3
Nc1nc2n(n1)C1(CCCCC1)C1=C(CCCC1)N2	-2.5
COc1cc(/C=C2/C(=O)N(c3ccccc3)N=C2C)ccc1OS(=O)(=O)c1ccccc1	-0.4
C/C(=N\Nc1ccc([N+](=O)[O-])cc1[N+](=O)[O-])c1cc2c(ccc3ccccc32)oc1=O	-0.7
COc1cccc(C2=CC(c3ccc(N(C)C)cc3)n3ncnc3N2)c1 (stereo not given)	-0.6
Cc1ccc2nc3nc(NCC4CCCO4)c(C(=O)NC4CCCCC4)cc3c(=O)n2c1 (stereo not given)	0.2
CCOc1ccccc1-c1nc2c(C(C)(C)C)nn(C)c2c(=O)[nH]1	0.9
O=c1oc2cc(OCc3ccc(F)cc3F)ccc2cc1-c1ccc2ccccc2n1	0.6
COc1cccc([C@@H]2Oc3ccc(OC)cc3C(=O)[C@H]2OC(=O)NCc2ccc3c(c2)OCO3)c1	4.5
O=c1c2ccccc2cnn1Cc1n[nH]c(=S)n1-c1ccc(Cl)cc1Cl	-0.6
CC(=O)OC[C@H]1O[C@@H](O/N=C(\C)CCN2CCCCc3nc(C)c(C)cc32)[C@H](OC(C)=O)[C@@H](OC(C)=O)[C@@H]1OC(C)=O	1.8
Cc1cccc(N2CSC3=C(C#N)C(c4ccc(C)o4)CC(=O)N3C2)c1 (stereo not given)	-1.0
Cc1ccccc1Nc1nnc(SCC(=O)NC(=O)Nc2ccc3c(c2)OCCO3)s1	1.3
CC(C)=CCC/C(C)=C/CC(C)(C)CNCCN1CCNCC1	-0.3
COC(=O)c1sc(N2C(=O)C(=O)/C(=C(/O)c3ccc(C)cc3)C2c2ccco2)nc1C (stereo not given)	-0.4
O=C(NCCc1ccccc1)C(=O)NCC1CCNCC1	0.1
COc1ccc2nc(/C=N/NC(=O)[C@H](C)NC(=O)OC(C)(C)C)ccc2c1	-2.4
NC1CCN(c2cccc(Cl)n2)CC1	1.3
Cc1cccc2cc(CN(Cc3cccnc3)C(=O)c3cccs3)c3nnnn3c12	1.5
COc1cccc(-c2c3c([nH]c(=O)c2C#N)CCc2cc(OC)ccc2-3)c1	0.7

Part of the list above, set out differently.
| compound | Mtb UGM inh |
| --- | --- |
| CC(=O)OC[C@H]1O[C@@H](O/N=C(\C)CCN2CCCCc3nc(C)c(C)cc32)[C@H](OC(C)=O)[C@@H](OC(C)=O)[C@@H]1OC(C)=O | 1.8 |
| NC1CCN(c2cccc(Cl)n2)CC1 | 1.3 |
| O=c1oc2cc(OCc3ccc(F)cc3F)ccc2cc1-c1ccc2ccccc2n1 | 0.6 |
| Cc1ccc2nc3nc(NCC4CCCO4)c(C(=O)NC4CCCCC4)cc3c(=O)n2c1 (stereo not given) | 0.2 |

(continued)
SMILES	Mtb UGM inh
CCOC(=O)C1=NN(C(=O)c2cccc(Br)c2)C(O)(C(C)(C)C)C1 (stereo not given)	-1.4
CCOC(=O)c1c(C)[nH]c(C(=O)Nc2ccc3c(c2)OCO3)c1C	1.2
CC(=O)Sc1nc(-c2ccccc2)[nH]c1S(=O)(=O)c1ccc(C)cc1	0.2
CCOc1ccccc1NS(=O)(=O)c1cn(C)c(=O)n(C)c1=O	1.3
Cc1cc(C)nc(S/C=C/C(=O)c2ccc(F)cc2)n1	-0.2
Nc1ncn(C2O[C@H](CO)[C@@H](O)[C@H]2O)c(=O)n1 (stereo not given in full)	-0.3
Cc1ccc(Nc2[nH]c(=O)c3ccccc3c2C(=O)c2ccccc2)cc1	-2.3
CC1=NN(c2ccccc2)C(=O)/C1=C/c1cc2cc(C)ccc2nc1N1CCCCC1	1.2
CC(=O)c1ccc(-c2csc(N3CCC(C(N)=O)CC3)n2)cc1	-2.5
Cc1cccc(N(CC(=O)NC2CCCCC2)C(=O)CCC(=O)Nc2ccccn2)c1	-0.5
COCCN1C(=O)N[C@@H](c2ccc(Br)cc2)C(C(=O)OC)=C1C	2.7
COc1ccccc1/C=N/NC(=Nc1ccc(C)cc1)c1nc2ccccc2s1	-2.2
Cc1cccc2cc(/C=N/NC(=O)CN3CCCCC3)c(Cl)nc12	2.9
C=CCC(Nc1ccccc1)c1ccc(OC)c(OC)c1 (stereo not given)	0.5
Cc1cc(C)n(C(=O)C23CC4CC(CC(C4)C2)C3)n1	-0.8
COc1ccc(-c2c(C)n([O-])c3c([n+]2=O)CCCC3)cc1OC	3.3
Cc1ccc(C(=O)c2ccc(C(F)(F)F)cc2)cc1	0.0
CN(Cc1ccccc1NC(=O)c1ccc(S(=O)(=O)N(C)C)cc1)C1CCCCC1	-0.7
Cc1ccc(C2=NN(CC(=O)NCc3cccnc3)C(=O)CC2)cc1	1.1
O=C(c1cccnc1)N1CCN(c2ccccc2Cl)CC1	-2.1
Cc1cc(C2=CC(C)(c3cc(C)oc3C)Nc3nc(C(F)(F)F)nn32)c(C)o1 (stereo not given)	9.7
CO[C@H]1O[C@@H]2O[C@@]3(C)CC[C@H]4[C@H](C)CC[C@@H]([C@H]1C)[C@@]24OO3	-2.5
O=c1c2cc(Br)cc(Br)c2oc2nc3n(c(=O)c12)CCCS3	0.4
CC(/C=C1\SC(=S)N(CCCC(=O)Nc2ccc(C(=O)O)c(O)c2)C1=O)=C\c1ccccc1	1.1
CC(Oc1ccccc1)C(=O)N1CCC2(CC1)Oc1ccc(Cl)cc1C(=O)C21CC(c2ccccc2)=NO1 (stereo not given)	-1.4
CNC(=O)c1cc2c(ccc3ccccc32)oc1=N	-0.5
Nc1nc(N)c2[nH]cnc2n1	-1.1
CCOC(=O)N1CCc2c(sc3[nH]c(=S)[nH]c(=S)c23)C1	3.0
CC[C@H](C)[C@@H](NC(=O)O[C@@H]1C(=O)c2cc(Br)ccc2O[C@H]1c1cccc(OC)c1)C(=O)OC	-0.4
COc1cc(CCN2C(=O)N[C@@H](CCc3ccccc3)C(C(C)=O)=C2C)cc(OC)c1OC	2.8
O=C1[C@@H]2C3C=CC(O3)[C@@H]2C(=O)N1c1ccccc1	-0.1
CCOc1ccc(/C=C2\N=C(c3cccs3)OC2=O)cc1OC	38*
CCCCn1c(=S)[nH]c2ccc(N3CCOCC3)cc2c1=O	-0.2
COc1ccc(Cl)cc1Nc1nc(-c2sc(NC(=O)c3ccccc3)nc2C)cs1	-3.4
CN1c2ccccc2C(C)(C)C12CC(c1ccc(Cl)c(S(=O)(=O)N3CCCC3)c1)=NO2 (stereo not given)	1.4
O=C(NC(=S)Nc1ccc(CN2CCOCC2)cc1)c1ccc(-c2ccc(Br)cc2)o1	0.3
Cc1ccc(OCc2nnc(NC(=O)OCC(C)C)s2)c(C)c1	-0.2
C=CCn1c(-c2ccc(=O)n(Cc3ccccc3)c2)n[nH]c1=S	3.5
COC(=O)N/N=C(/c1ccccc1)C1CCCCC1	3.0
COc1ccc(C2C([N+](=O)[O-])=C(N)Oc3c2c(=O)oc2ccccc32)cc1 (stereo not given)	-0.2
O=C(Nc1ccc(Oc2ncnc3cc(Cl)ccc23)nc1)c1ccc(F)cc1	1.3
CCN1CCCC1CNC(=O)Cn1cnc2sc(C)c(S(=O)(=O)N3CCC(C)CC3)c2c1=O (stereo not given)	-2.5
COc1ccc(CNc2cc(C)cc(C)c2)cc1OC	0.0
c1ccc(Cc2ccc(OCCCNC3CCCC3)cc2)cc1	-2.8
Cn1c(=O)c2[nH]c(N3CCN(c4ccccn4)CC3)nc2n(C)c1=O	-2.0
COc1ccc(C(C#N)Nc2ccccc2)cc1 (stereo not given)	-1.9
CCCCC1=NC2(CCCC2)C(=O)N1Cc1ccc(-c2ccccc2-c2nn[nH]n2)cc1	-0.2
CSc1cccc(NC(=O)c2ccccn2)c1	-7.2
Cc1cc(C)nc(NC(=O)CSc2ncccn2)n1	-2.3
COc1ccc(NC(=S)N(C(C)C)C2CCN(C(C)C)CC2)cc1Cl	0.7
CC(C)(C)OC(=O)NCCCCC1=CC2=CC(=O)C(C)(OC(=O)c3ccco3)C(=O)C2=CO1 (stereo not given)	1.1
CCOC(=O)NNc1ccc2nonc2c1[N+](=O)[O-]	0.8
O=C(/C=C/c1ccc(F)cc1)Nc1nc2ccccc2[nH]1	0.8
CC(C)c1ccc(C2C3CSCC=C3C(C#N)=C(N)C2(C#N)C#N)cc1 (stereo not given)	2.4
O=C(Cn1nc(-c2ccc3c(c2)OCCO3)ccc1=O)Nc1cccc(NC(=O)c2ccccn2)c1	-0.1
O=C(c1ccc(F)cc1)C1CCN(CCn2c(=S)[nH]c3ccccc3c2=O)CC1	1.6
O=C(OC[C@H]1O[C@@H](OC(=O)c2cc(O)c(O)c(OC(=O)c3cc(O)c(O)c(O)c3)c2)[C@H](OC(=O)c2cc(O)c(O)c(OC(=O)c3cc(O)c(O)c(O)c3)c2)[C@@H](OC(=O)c2cc(O)c(O)c(OC(=O)c3cc(O)c(O)c(O)c3)c2)[C@@H]1OC(=O)c1cc(O)c(O)c(OC(=O)c2cc(O)c(O)c(O)c2)c1)c1cc(O)c(O)c(OC(=O)c2cc(O)c(O)c(O)c2)c1	3.9
Cc1cccc(-n2c(SCc3cc(=O)n4c(C)cccc4n3)nc3[nH]ncc3c2=O)c1	-2.1
O=C(O)c1cccnc1SC1CC(=O)N(c2cccc3ccccc23)C1=O (stereo not given)	-2.4
O=C(Cn1c(COc2ccccc2)nc2ccccc21)Nc1cc(Cl)c(Cl)cc1Cl	-4.1

Single values from the results shown:
Result for CCCCC1=NC2(CCCC2)C(=O)N1Cc1ccc(-c2ccccc2-c2nn[nH]n2)cc1 under Mtb UGM inh: -0.2
Result for COc1ccc(CNc2cc(C)cc(C)c2)cc1OC under Mtb UGM inh: 0.0
Result for Cn1c(=O)c2[nH]c(N3CCN(c4ccccn4)CC3)nc2n(C)c1=O under Mtb UGM inh: -2.0

(listing goes on)
SMILES	Mtb UGM inh
CC[C@H](C)[C@@H]1O[C@@]2(C=CC1C)CC1C[C@@H](CC=C(C)C(O[C@H]3CC(OC)C(O[C@H]4CC(OC)C(O)C(C)O4)C(C)O3)C(C)C=CC=C3CO[C@@H]4C(O)C(C)=C[C@@H](C(=O)O1)[C@]34O)O2 (stereo not given in full)	4.9
CCCC[C@@H]1C[C@H]1[C@@H](NC(=O)c1cccs1)c1ccc(C(F)(F)F)cc1	0.9
Cc1ccc(C(=O)n2nnc3ccccc32)cc1	3.1
CN(C)CCc1c[nH]c2ccc(Cn3cncn3)cc12	0.8
O=C(NCc1cccnc1)C(=O)Nc1nccs1	-2.2
Cc1nn(-c2ccccc2)c2sc(C(=O)OCN3C(=O)c4ccccc4C3=O)cc12	2.2
Cn1c(SCC(=O)NCc2ccccc2)nc2c([nH]c3ccccc32)c1=O	-0.6
COc1ccccc1/C=N/NC(=O)c1ccc(NC(=O)c2cccc([N+](=O)[O-])c2)cc1	0.0
CC1=C(/C=C/C(C)=C/C=C/C(C)=C/C=C/C=C(C)/C=C/C=C(C)/C=C/C2=C(C)CCCC2(C)C)C(C)(C)CCC1	1.4
Cc1cc2cc(CCNC(=O)C3c4ccccc4Oc4ccccc43)c(=O)[nH]c2cc1C	4.0
CC(C)N1CC=C2C(C#N)=C(N)C(C#N)(C#N)[C@H](c3ccoc3)[C@H]2C1	9.4
C#CCOCCOCCOCCNc1nc(N2CCN(C(=O)[C@H]([C@@H](C)CC)n3cc([C@@H](N)Cc4ccc(O)cc4)nn3)CC2)nc(N2CCN(C(=O)[C@H](CCCCN)n3cc([C@@H](N)CC(C)C)nn3)CC2)n1	-1.7
CC(=O)COc1nc2c(c(-c3ccco3)c1C#N)CCc1ccccc1-2	3.6
CC(C)(C)C#CC(CCc1ccccc1)OS(N)(=O)=O (stereo not given)	-2.7
COc1c(N2CCN[C@H](C)C2)c(F)cc2c(=O)c(C(=O)O)cn(C3CC3)c12	-0.5
COc1ccc(OC)c(NC(=O)C2C3CCC(O3)C2C(=O)O)c1 (stereo not given)	1.5

High-throughput results from PubChem.
